Bioassay records as filed in PubChem.
Growth percent in the NCI-60 one-dose screen (48 h, 10 µM unless noted): 100 = growth as untreated, 0 = no growth, -100 = all killed.
NCI-H23 = NCI-H23 lung cancer; AID 1794731; 80,000 compounds, 4% hits
SF-539 = SF-539 CNS cancer; 81,000 compounds, 6.8% hits; AID 1794752
SF-268 = SF-268 CNS cancer cells | AID 1794759 | 82,000 compounds, 3.1% hits
A498 = A498 renal cancer cells; 76,000 compounds, 5.4% hits; AID 1794774
U251 = U251 CNS tumor cells. 80,000 compounds, 5.4% hits
SF-295 = SF-295 CNS cancer cells. AID 1794758. 79,000 compounds, 5.6% hits
SNB-19 = SNB-19 CNS cancer cells; 81,000 compounds, 2.5% hits; AID 1794751
SNB-75 = SNB-75 CNS cancer; 79,000 compounds, 5% hits
CAKI-1 = CAKI-1 renal cancer. AID 1794772. 75,000 compounds, 4.7% hits
* hit, by the source's call; . = no result given. How the source made its calls: active means growth percent below 10; inactive means the rest.

SMILES	NCI-H23	SF-539	SF-268	A498	U251	SF-295	SNB-19	SNB-75	CAKI-1
CC1=C2CCCCC2COC1=O (stereo not given)	106.3	93.6	123.9	93.5	98.9	95.3	110.1	84.1	89.8
COc1cc(-c2nc(SCCC(C)C)nc(Nc3ccc(F)c(Cl)c3)c2C#N)cc(OC)c1OC	81.9	78.3	88.6	90.1	65.7	93.8	65.6	81.4	82.8
O=C(Nc1ccc(F)cc1)N1CCN(c2cc(-c3cn(-c4ccccc4)nc3-c3cccc(O)c3)ccn2)CC1	91.9	75.4	93.3	132.8	73.1	90.8	50.4	47.6	88.9
O=C(CCn1cc[n+](CC(=O)c2ccc(-c3ccccc3)cc2)c1)Nc1cccc2cccnc12	81.1	80.8	72.2	98.8	61.2	100.0	61.4	45.4	103.5
CC(=NC(C)CC(C)C)c1ccc(C)cc1 (stereo not given)	98.0	99.1	101.8	56.1	103.7	103.7	104.2	85.4	.
COc1cc(N2c3ccccc3C(=O)OC23OC(=O)c2ccccc23)cc(OC)c1OC (stereo not given)	90.8	101.4	94.7	106.0	107.3	102.3	101.6	89.5	.
Nc1ncnc2c1N=C(c1cccc(Nc3ccncc3)c1)CC(c1ccc(Cl)cc1)N2 (stereo not given)	81.5	74.9	72.8	67.5	76.6	87.9	92.0	66.5	73.1
C=CCCCCCCCCC1OCC(CC)(CCCC)CO1 (stereo not given)	98.5	100.4	102.8	97.9	99.0	98.5	101.3	89.2	90.9
CCn1cc(-c2ccnc(NCCCNS(=O)(=O)c3ccc(Br)cc3)c2)c(-c2cccc(O)c2)n1	100.3	74.7	68.5	88.7	35.0	89.5	101.4	103.5	73.4
CC(C(N)=O)N1CCN(c2ccc(Cl)cc2)CC1 (stereo not given)	98.6	105.2	97.9	.	104.1	95.5	105.7	110.4	101.2
CCCNC(=S)/N=C\c1c(O)c2ccccc2oc1=O	97.7	94.0	98.4	83.8	96.7	93.1	104.6	77.9	93.1
NC(Cc1ccccc1)C(=O)NNc1n[nH]c(=S)n1N (stereo not given)	102.6	91.5	97.4	81.7	109.6	114.5	95.3	85.3	94.7
O=C1C2=C(Nc3cc([N+](=O)[O-])ccc3N2)OC1c1ccccn1 (stereo not given)	102.2	100.4	102.4	97.0	99.5	108.7	95.8	92.1	99.4
O=C(Nc1cc(Cl)ccc1O)c1ccccc1Nc1ccnc(C(F)(F)F)c1	-5.1*	14.5	21.1	53.7	10.8	46.3	16.2	55.6	72.1
O=c1[nH]c2ccccc2c(O)c1/C=N/C(=S)NCCc1ccccc1	98.9	108.6	100.8	98.3	100.6	109.5	105.5	85.6	92.8
CCN(CC)CC(O)COc1c(Br)c(Br)c(Br)c2c1OC(C)(C)C2 (stereo not given)	96.1	108.5	83.0	-86.9*	85.6	1.7*	73.4	91.3	17.6
C/C(=N\Nc1ncc(-c2ccc3occc3c2)s1)c1nnn(-c2ccc([N+](=O)[O-])cc2)c1C	102.0	95.6	100.5	85.6	97.3	97.8	97.5	106.0	84.4
CC(C)(O)CCC1=C(O)c2ccccc2C(=O)C1=O	96.9	110.5	108.4	73.0	109.1	110.5	106.3	86.8	111.1
COc1ccc(/C=N/C2=C(C#N)C(c3ccc(N(C)C)cc3)c3c(ccc4ccccc34)O2)cc1 (stereo not given)	90.6	89.4	89.9	87.8	98.1	93.6	98.4	41.1	54.2
Clc1cc2nc(-c3ccccc3)c(-c3ccccc3)nc2cc1Cl	79.6	97.3	104.9	82.0	95.7	98.7	102.3	87.9	89.4
Nc1ccc2c(c1)Cc1cc(F)ccc1-2	87.4	92.6	82.7	94.5	94.1	97.7	97.7	70.4	.
COc1ccc2c(c1)/C(=C/c1ccc(OCC(=O)Nc3ccccc3)cc1)C(=O)N2	98.0	93.5	104.1	88.9	102.4	107.1	101.1	104.0	87.9
CC1(C)CN=C(c2ccccc2)NC1	101.8	91.5	105.7	104.7	100.1	104.8	104.5	86.2	86.9
CCCCCCCCC[N+]12CC[N+](CCCCCCCCC)(CC1)CC2	99.6	105.6	105.3	77.8	93.4	95.9	94.6	76.7	81.2
CN(C)c1ccc(/C=N/NC(N)=S)nc1	31.6	17.6	55.1	63.4	33.2	65.9	75.0	30.5	23.2
COc1ccc(Nc2ncccc2NC(=O)c2cn(Cc3ccc(F)cc3)nn2)cc1	94.2	109.6	96.1	110.3	97.1	107.1	103.2	105.6	92.8
COc1ccc(C(=O)NN/C=N\c2oc(-c3ccc(OC)cc3)cc2C#N)cc1	102.4	103.4	96.1	65.3	100.7	100.2	98.2	99.4	89.4
COc1ccc(C2(C=O)NC(=O)NC2=O)cc1 (stereo not given)	104.2	99.2	99.1	110.0	106.4	101.0	.	104.0	93.2
Cc1cc(C)c2c(N)c(-c3nc4cccc(Cl)c4o3)sc2n1	86.3	97.4	96.8	97.9	102.5	96.5	138.2	83.3	83.2
NS(=O)(=O)c1ccc(Nc2nc(N/N=C/c3cccc4ccccc34)nc(Nc3ccccc3)n2)cc1	89.1	77.3	87.4	94.9	66.4	70.1	98.9	111.9	76.8
O=C1CCC(c2ccccc2)CC1	98.6	108.9	106.3	96.1	102.3	99.5	96.9	92.2	93.3
Cc1cccc(-c2cc(O)c(C(=O)N3CCOCC3)s2)c1	55.2	33.6	57.1	26.7	28.6	37.9	31.5	33.5	47.5
Cc1ccc(-n2nc(C#N)c(N3CCCC3)n2)cc1	94.1	102.3	94.1	55.2	94.7	98.0	96.4	68.8	83.2
CCCCCCCCCCCCCCCCC/C(=N\Nc1ccc([N+](=O)[O-])cc1[N+](=O)[O-])c1ccc(Cl)cc1	95.0	119.9	95.6	100.6	99.1	119.4	.	105.4	97.9
Cc1[nH]c(=O)[nH]c(=O)c1NC(=O)c1ccccc1[N+](=O)[O-]	100.7	97.7	101.1	112.5	100.5	91.8	97.4	87.0	96.0
O=C(COc1ccc(/C=C2\C(=O)Nc3ccc(Cl)cc32)cc1)Nc1ccc(Cl)cc1	59.7	75.3	51.1	72.4	5.9*	59.2	78.2	78.9	34.8
CN(NC(=O)C1CCC(=O)N1)c1ccccc1 (stereo not given)	106.1	100.5	102.2	111.4	102.3	99.1	103.1	87.0	89.2
CC1(C)CC(C)(C#N)CC2(C1)OCCO2 (stereo not given)	97.7	116.6	117.1	99.2	96.4	90.8	97.5	110.9	103.9
C=CCOc1c(OC)cccc1OC	102.4	100.2	98.5	.	91.7	97.8	99.8	92.6	98.7
O=C(N/N=C/c1cc(Cl)ccc1O)c1ccccc1Nc1ccnc(C(F)(F)F)c1	37.9	-4.4*	18.3	65.7	16.7	28.9	21.0	57.6	34.6

Whole records, looked up by structure. Order of screens: NCI-H23	SF-539	SF-268	A498	U251	SF-295	SNB-19	SNB-75	CAKI-1
CC1(C)CN=C(c2ccccc2)NC1 reads 101.8	91.5	105.7	104.7	100.1	104.8	104.5	86.2	86.9
O=C(CCn1cc[n+](CC(=O)c2ccc(-c3ccccc3)cc2)c1)Nc1cccc2cccnc12 reads 81.1	80.8	72.2	98.8	61.2	100.0	61.4	45.4	103.5
COc1ccc(C2(C=O)NC(=O)NC2=O)cc1 (stereo not given) reads 104.2	99.2	99.1	110.0	106.4	101.0	.	104.0	93.2

Additional compounds
SMILES	NCI-H23	SF-539	SF-268	A498	U251	SF-295	SNB-19	SNB-75	CAKI-1
CC(=O)N[C@]1(C)CCC2C[C@H]1C(C)=NC2(C)C	.	.	.	89.9	.	.	.	.	.
COc1ccc(-c2cc(-c3cccn3C)c(C#N)c3nnc(C)n23)cc1OC	81.6	90.8	105.2	94.7	107.4	90.3	94.6	87.4	85.5
C1CN(c2nc(N3CCOCC3)c3[nH]c(N4CCOCC4)nc3n2)CCO1	102.2	117.9	108.8	97.1	109.0	114.1	88.2	96.4	95.1
Cc1cc2nc(-c3ccc4c(c3)OCO4)n3c(=O)cc(C)n3c2cc1C	104.4	93.6	101.8	94.5	93.3	89.8	93.4	77.5	76.7
COc1ccc(-n2c(SCC(=O)NC(=O)Nc3ccccc3)nc3c(Br)cc(Br)cc3c2=O)cc1	93.4	60.6	101.0	113.3	106.2	89.8	.	102.2	76.7
C#C[C@H](O)/C=C/CCCCCCC#C[C@H](O)CC[C@@H](O)C#CCCCCCC/C=C/[C@@H](O)C#C	51.0	75.9	85.1	101.6	89.3	87.4	100.6	85.1	.
CC(=O)n1nc(C(=O)OC(C)C(C)(C)C)c2ccccc21 (stereo not given)	100.4	89.5	92.6	96.1	96.1	92.4	93.5	82.7	92.1
CC1=CC(O)(C2(O)C=C(C)CC(C)(C)C2)CC(C)(C)C1 (stereo not given)	102.7	101.8	100.1	96.4	104.6	112.1	107.3	100.9	94.4
C=CCOC(=O)[C@@H]1CCCN1C(=O)CNC(=O)OC(C)(C)C	105.6	103.0	108.2	120.6	105.4	102.9	99.5	.	99.7
C/C(=N\O)c1ccc(OCC(=O)Nc2nc(-c3ccc(C)cc3)cs2)cc1	98.3	107.3	96.6	106.3	102.6	101.1	102.2	89.6	92.9
N#Cc1c(-c2ccc(Cl)cc2)nc2c(c(-c3ccccc3)nn2-c2ccccc2)c1-c1ccc(N2CCCCC2)cc1	89.7	94.5	104.7	106.0	100.9	101.7	98.3	109.6	89.2
CCCCn1c(C)cc(C)c(C#N)c1=O	102.2	103.0	103.1	99.1	99.4	100.5	91.5	98.2	99.1
NC(=O)c1c(NC(=O)COC(=O)c2ccccc2)sc2c1CCC2	87.0	90.2	107.7	103.8	102.2	117.6	100.0	100.4	103.0
Cc1sc2nc(NCCO)[nH]c(=O)c2c1C	97.8	101.1	98.3	102.0	91.1	95.8	99.5	92.9	.
O=C(Nc1ccccc1SC(=O)c1ccccc1)c1ccccc1	92.5	97.7	104.9	53.9	91.8	105.6	108.2	83.8	94.8
COC(=O)C(C#N)=C1CCCC1	90.4	97.7	108.3	102.9	95.1	101.1	95.7	86.2	99.7
Cc1ccccc1-n1cc(COC(=O)/C=C/c2cn(-c3ccccc3)nc2-c2ccc(Cl)cc2)nn1	78.0	91.0	87.5	94.8	99.5	82.8	102.4	.	77.6
COc1cccc(-c2nn(-c3ccccc3)cc2-c2ccnc(NCCCNS(=O)(=O)c3ccc(F)cc3)c2)c1	64.6	80.6	63.4	47.0	47.7	51.2	63.0	81.5	65.7
CCOc1ccccc1N	106.6	99.9	108.0	114.0	99.9	.	100.7	.	.
COc1ccc(-c2[nH]ncc2/C=C/c2cc(C(F)(F)F)[nH]c(=O)n2)cc1	99.4	86.7	97.5	89.3	88.5	94.7	91.0	88.0	102.3

Part of the list above in order of heavy-atom count, lowest first:
SMILES	NCI-H23	SF-539	SF-268	A498	U251	SF-295	SNB-19	SNB-75	CAKI-1
Cc1cc2nc(-c3ccc4c(c3)OCO4)n3c(=O)cc(C)n3c2cc1C	104.4	93.6	101.8	94.5	93.3	89.8	93.4	77.5	76.7
C/C(=N\O)c1ccc(OCC(=O)Nc2nc(-c3ccc(C)cc3)cs2)cc1	98.3	107.3	96.6	106.3	102.6	101.1	102.2	89.6	92.9
Cc1ccccc1-n1cc(COC(=O)/C=C/c2cn(-c3ccccc3)nc2-c2ccc(Cl)cc2)nn1	78.0	91.0	87.5	94.8	99.5	82.8	102.4	.	77.6

Copied from the list.
SNB-19 with CC1=CC(O)(C2(O)C=C(C)CC(C)(C)C2)CC(C)(C)C1 (stereo not given) is entered as 107.3
A498 with COc1ccc(-n2c(SCC(=O)NC(=O)Nc3ccccc3)nc3c(Br)cc(Br)cc3c2=O)cc1 is entered as 113.3
SF-539 with COc1ccc(-c2cc(-c3cccn3C)c(C#N)c3nnc(C)n23)cc1OC is entered as 90.8
A498 with COc1ccc(-c2[nH]ncc2/C=C/c2cc(C(F)(F)F)[nH]c(=O)n2)cc1 is entered as 89.3

Following part:
SMILES	NCI-H23	SF-539	SF-268	A498	U251	SF-295	SNB-19	SNB-75	CAKI-1
C=CCNc1n[nH]c(=S)s1	100.9	114.8	112.9	103.3	99.8	101.6	110.9	90.6	107.4
Cc1ccc(C(CC(=O)c2ccccc2)c2ccccc2)cc1 (stereo not given)	98.9	88.0	89.0	79.4	97.1	104.0	95.8	95.8	90.1
C[C@@H]1N=C(c2ccc(N=[N+]=[N-])cc2)Nc2nc3ccccn3c2C1=O	87.1	87.8	97.6	99.4	99.1	93.4	89.7	70.3	74.8
CN(C)/N=C/c1nccc2ccccc12	102.3	101.0	111.4	77.6	95.4	.	102.6	85.7	100.8
COc1ccc(-c2csc(NNc3nc(-c4ccc(F)cc4)c(C#N)c(N4CCOCC4)n3)n2)cc1	100.7	96.6	88.8	73.6	83.4	104.8	98.0	77.7	.
Cc1ccc2c(=O)c(C(=O)O)c[nH]c2n1	99.9	109.1	106.8	99.5	90.9	114.3	113.2	75.6	107.5
C=C(Cl)[C@@H]1CC[C@]2(CO)CC[C@]3(C)[C@H](CC[C@@H]4[C@@]5(C)CC[C@H](O)C(C)(C)[C@@H]5CC[C@]43C)[C@@H]12	96.9	83.7	86.2	112.7	88.9	85.3	95.9	89.7	78.9
Cc1cc(N(CCCNc2ccnc3cc(Cl)ccc23)Cc2ccccn2)nc(N2CCCC2)n1	78.3	52.3	67.3	95.1	74.8	75.5	91.2	75.4	76.5
COc1cc(-c2nc3sc(-c4ccccc4)cn3n2)cc(OC)c1OC	82.4	84.1	90.4	70.7	67.3	83.5	89.0	75.6	89.3
N#Cc1c(-c2ccccc2)nc2c(c(-c3ccccc3)nn2-c2ccccc2)c1-c1ccc(N2CCCCC2)cc1	93.9	100.4	100.9	97.7	96.8	97.9	99.3	84.2	86.1
C=CCc1cc(/C(CC)=C(/CC)c2ccc(O)c(CC=C)c2)ccc1O	57.5	96.7	79.7	78.9	72.8	68.0	99.9	94.0	60.7
COc1ccc(C(=O)/C=C/c2ccc(Oc3nc(Nc4ccc(F)cc4)nc(N(C)C)n3)c(OC)c2)cc1	42.0	26.8	51.8	78.3	11.4	51.5	63.4	66.4	49.0
